WT yeast gro inh: growth inhibition of WT yeast, mitochondrial fusion screen; AID 1362; 190,000 compounds, 2.1% hits; mitochondrial fusion phenotypic screen, WT strain; inhibition, % at 10 µM; in the data active means inhibition above about 58%; tested in S. cerevisiae
RSV CPE inhibition: RSV antiviral activity via CPE protection, HEp-2 cells, primary 10 µM value included (AID 2391); CPE inhibition, % at 10 µM, or IC50 in µM where a hit was titrated; HEp-2 cells, RSV-induced CPE inhibition; higher % means a stronger effect; 310,000 compounds, 0.13% hits; in the data active means a potency from the dose series; inconclusive means CPE inhibition mostly from about 23% at the one dose, without a potency; inactive means the rest, 99 in 100 with CPE inhibition below about 21%; further: strong numbers were not always called active
NTR1 ag: agonists of NTR1, primary screen, imaging, U2OS cells, beta-arrestin-GFP, high content (AID 493036); P30989; NTR1-U2OS beta-arrestin-GFP spot imaging, agonist mode; activation, % at 20 µM; 330,000 compounds, 0.17% hits;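 active means activation at or above 40% of the spot to cytoplasm intensity ratio, with at least 20 cells analyzed; inconclusive means wells under 20 cells, flagged as cytotoxic or low count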;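 further: 0% = DMSO without peptide and 100% = 100 nM NTR1 peptide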
Target sequence (P30989 whole entry, looked up): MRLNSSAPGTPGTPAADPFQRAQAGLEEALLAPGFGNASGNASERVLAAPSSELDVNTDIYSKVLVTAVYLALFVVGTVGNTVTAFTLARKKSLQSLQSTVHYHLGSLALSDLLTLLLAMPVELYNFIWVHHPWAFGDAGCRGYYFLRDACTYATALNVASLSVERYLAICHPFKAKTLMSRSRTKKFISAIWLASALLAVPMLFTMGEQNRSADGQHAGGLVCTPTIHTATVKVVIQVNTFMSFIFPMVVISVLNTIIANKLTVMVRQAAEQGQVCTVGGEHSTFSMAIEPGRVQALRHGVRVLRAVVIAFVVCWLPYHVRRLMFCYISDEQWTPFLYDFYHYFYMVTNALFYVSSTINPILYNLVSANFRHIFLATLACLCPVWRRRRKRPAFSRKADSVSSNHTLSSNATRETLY
UTI89 phage lysis: inhibition of K1F phage lysis, E. coli UTI89, bacterial capsule biogenesis inhibitors, alamar blue (AID 488966). 340,000 compounds, 0.02% hits. E. coli UTI89 K1F phage lysis, alamar blue, 2 h; higher % means a stronger effect. inhibition, % at 100 µM, or IC50 in µM where a hit was titrated;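 active means phage lysis inhibition, versus mean bacterial control, above a set limit; inconclusive means no clear call, values can overlap the other calls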;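 further: capsule biogenesis inhibitors block K1F phage lysis so surviving cells raise fluorescence; higher fluorescence means more inhibition of phage lysis; actives were called in the ten point dose series up to 300 µM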
Dengue-2 NS5 capping: Dengue-2 NS5 methyltransferase inhibitors, primary screen, biochemical, confirmation dose response (AID 588689). 340,000 compounds, 0.3% hits. Dengue-2 NS5 methyltransferase capping enzyme assay, biochemical; higher % means a stronger effect. inhibition, % at 25 µM; hits with a dose series show IC50 in µM; in the data active means a potency from the dose series; inconclusive means inhibition above about 29% without an active follow-up result
WT yeast gro inh mutant strain: also measured in WT yeast gro inh; calls as there; inhibition, %; mitochondrial fusion phenotypic screen, mutant strain inhibition
NTR1 ag cell count 20 µM: second read-out of NTR1 ag, no call of its own (marks repeat the call); cell count; measured here: cell count, cytotoxicity flag
Dengue-2 NS5 capping pilot replicate: further read-out of Dengue-2 NS5 capping, marked with its call; inhibition, %; measured here: pilot screen replicate inhibition
* hit, by the source's call; i = inactive; ? = inconclusive; nt = no result given; [ ] = dose if it differs, or a comment.

The opening twelve records, ahead of the listing:
SMILES	WT yeast gro inh	RSV CPE inhibition	NTR1 ag	NTR1 ag cell count 20 µM	UTI89 phage lysis	Dengue-2 NS5 capping	others
COc1ccc(S(=O)(=O)N2CCCCCC2)cc1NC(=O)CCc1cc(OC)c(OC)c(OC)c1	nt	nt	nt	nt	0.6%[50 µM]	-4%
CCCC(=O)c1ccc(OCc2cn(CC(=O)c3ccc(O)cc3)nn2)cc1	nt	nt	nt	nt	-0.5%	3%
CCC1(CCC(C)C)SC(N)=NC1=O (stereo not given)	nt	nt	nt	nt	0.0%	2%
CCCCN1C[C@H](CO)Oc2cccc(F)c2S1(=O)=O	nt	nt	nt	nt	0.3%	-4%
COC1CC(C)C(OC)c2cc(O)cc(c2O)NC(=O)C(C)=CC=CC(C)C(OC(N)=O)C(C)=CC(C)C1OC (stereo not given)	nt	nt	nt	nt	4.6%	15%
C[C@H](CO)N1C[C@H](C)[C@@H](CN(C)CC2CC2)Oc2c(NC(=O)C3CC3)cccc2C1=O	nt	nt	nt	nt	2.6%	-2%
C=C1CC2(OC1=O)c1ccccc1CCc1ccccc12	nt	nt	nt	nt	2.8%	-45%
COc1ccc(-c2cc(C(=O)N(C)CC(=O)Nc3ccccc3C(F)(F)F)c3ccccc3n2)cc1OC	nt	nt	nt	nt	-0.4%[50 µM]	-9%
Cc1ccc2c(C)c(C)c(=O)n(C)c2c1	nt	nt	nt	nt	0.9%	-7%
O=C(OC(c1ccccc1)c1nccc2ccccc12)c1ccccc1 (stereo not given)	nt	nt	nt	nt	-0.9%	-6%
NC(N)=NCCCS(=O)(=O)Nc1ccc(Nc2c3ccccc3nc3cc([N+](=O)[O-])ccc23)cc1	nt	nt	nt	nt	i	?
CCOC(=O)c1cc2nc(OCC)nc(OCC)c2[nH]1	nt	nt	nt	nt	0.1%	2%

Main list, from the start:
SMILES	WT yeast gro inh	RSV CPE inhibition	NTR1 ag	NTR1 ag cell count 20 µM	UTI89 phage lysis	Dengue-2 NS5 capping	others
COc1ccc(S(=O)(=O)N2CCCCCC2)cc1NC(=O)CCc1cc(OC)c(OC)c(OC)c1	nt	nt	nt	nt	0.6%[50 µM]	-4%
CCCC(=O)c1ccc(OCc2cn(CC(=O)c3ccc(O)cc3)nn2)cc1	nt	nt	nt	nt	-0.5%	3%
CCC1(CCC(C)C)SC(N)=NC1=O (stereo not given)	nt	nt	nt	nt	0.0%	2%
CCCCN1C[C@H](CO)Oc2cccc(F)c2S1(=O)=O	nt	nt	nt	nt	0.3%	-4%
COC1CC(C)C(OC)c2cc(O)cc(c2O)NC(=O)C(C)=CC=CC(C)C(OC(N)=O)C(C)=CC(C)C1OC (stereo not given)	nt	nt	nt	nt	4.6%	15%
C[C@H](CO)N1C[C@H](C)[C@@H](CN(C)CC2CC2)Oc2c(NC(=O)C3CC3)cccc2C1=O	nt	nt	nt	nt	2.6%	-2%
C=C1CC2(OC1=O)c1ccccc1CCc1ccccc12	nt	nt	nt	nt	2.8%	-45%
COc1ccc(-c2cc(C(=O)N(C)CC(=O)Nc3ccccc3C(F)(F)F)c3ccccc3n2)cc1OC	nt	nt	nt	nt	-0.4%[50 µM]	-9%
Cc1ccc2c(C)c(C)c(=O)n(C)c2c1	nt	nt	nt	nt	0.9%	-7%
O=C(OC(c1ccccc1)c1nccc2ccccc12)c1ccccc1 (stereo not given)	nt	nt	nt	nt	-0.9%	-6%
NC(N)=NCCCS(=O)(=O)Nc1ccc(Nc2c3ccccc3nc3cc([N+](=O)[O-])ccc23)cc1	nt	nt	nt	nt	i	?
CCOC(=O)c1cc2nc(OCC)nc(OCC)c2[nH]1	nt	nt	nt	nt	0.1%	2%
Cc1ccc(NCSc2ccc(Cl)cc2)cc1	nt	nt	nt	nt	1.9%	9%
CC(=O)Nc1ccc2c(c1)Cc1c-2cc(Cl)c(NC(C)=O)c1Cl	nt	nt	nt	nt	0.0%	4%
CC(C)(C)c1cc(C2COC(=O)COCCOCC(=O)OCCOCCO2)cc(C(C)(C)C)c1O (stereo not given)	nt	nt	nt	nt	2.1%	-16%
CC1CC(C(O)c2ccccn2)C(=O)C(C(O)c2ccccn2)C1 (stereo not given)	7	nt	nt	nt	0.0%	-6%	WT yeast gro inh mutant strain=-8
CCOC(=O)CCNC(=O)N1CCC(CCOc2ccccc2)(C(=O)OCC)CC1	nt	0.9%	nt	nt	-1.0%	-13%
CN(C)S(=O)(=O)NCC1CCCN(Cc2cc3ccccc3s2)C1 (stereo not given)	nt	-0.5%	nt	nt	-0.6%	-14%
O=C(NCCSc1ccccc1)c1ccccc1F	nt	1.7%	nt	nt	-0.9%	-10%
CCOC(=O)CNC(=O)N1CCCC(Cc2ccccc2)(C(=O)OCC)C1 (stereo not given)	nt	0.0%	nt	nt	-0.1%	-22%
COc1cc2oc3ccc(C#Cc4ccc(N)cc4)cc3c(=O)c2cc1OC	nt	1.1%	nt	nt	0.0%	6%
COC(=O)CCCC(=O)N(C)CC1CCCN(CCc2ccccc2C)C1 (stereo not given)	nt	0.3%	nt	nt	0.2%	-15%
O=c1ccc(-c2ccccc2)nn1Cc1ccccc1	nt	9.6%	nt	nt	1.0%	-10%
O=C(O)Cn1nnc(-c2ccc(OCc3ccccc3)cc2)n1	nt	1.7%	nt	nt	-0.5%	-5%
CC(C)CN(C(=O)COC(=O)CNC(=O)c1ccccc1F)c1c(N)n(Cc2ccccc2)c(=O)[nH]c1=O	nt	0.2%	nt	nt	-1.1%	-1%
O=[N+]([O-])c1cccc(OCCCN2CCC(Cc3ccccc3)CC2)c1	nt	-0.9%	nt	nt	0.2%	-5%
CC(C)C(NC(=O)c1ccccc1F)C(=O)NCC(c1ccco1)N1CCCCC1 (stereo not given)	nt	nt	-0.1	68	nt	4%
CCN(C(=O)CSc1nnnn1C)C1CCCCC1	nt	nt	0.0	58	-0.3%	-9%
C[C@@H]1C(c2ccccc2)=NN(c2ccccc2)[C@H]1C(=O)N1CCOC1=O	nt	nt	0.5	60	0.2%	-4%	Dengue-2 NS5 capping pilot replicate=-3.9
CC(=NNC(=O)c1cccc(S(=O)(=O)N2CCCC2)c1)c1ccccc1	nt	nt	1.6	59	-0.3%[50 µM]	4%
C[C@H](NS(=O)(=O)c1c(Cl)cccc1Cl)C(=O)NNC(=O)COc1ccccc1F	nt	nt	0.5	43	0.6%[50 µM]	-7%
Cn1c(SCC(=O)N2CC(=O)Nc3ccccc32)nnc1C(F)(F)F	nt	nt	-0.3	60	0.8%[50 µM]	2%
CN(C(=O)c1ccc(NC(=O)C2CCN(C(=O)OC(C)(C)C)CC2)cc1)C1CCC1	nt	nt	0.5	46	4.4%	-3%
COc1cnn(-c2cccc(Cl)c2)c(=O)c1Cl	nt	nt	-1.4	64	0.6%	-8%
CCOc1ccc(S(=O)(=O)N2CCN(C(=O)C3CC3C)CC2)cc1 (stereo not given)	nt	nt	1.4	57	-2.7%	-5%
CC(=O)c1c(C)[nH]c(C(=O)CN(C)CC(=O)Nc2ccccc2Cl)c1C	nt	nt	0.1	52	2.1%	2%
CCC1(c2ccccc2)NC(=O)N(CC(=O)N(c2ccccc2)C2CCS(=O)(=O)C2)C1=O (stereo not given)	nt	nt	-1.3	52	-0.3%	2%
Cn1ccnc1SCC(=O)NCC(=O)Nc1ccc(F)c(F)c1F	nt	nt	2.0	48	1.1%[50 µM]	-3%
O=C(CN1C(=O)NC2(CCCc3ccccc32)C1=O)c1ccc(F)c(F)c1 (stereo not given)	nt	nt	1.4	59	-0.9%	-3%
Cc1c(C(=O)OCc2nnc(-c3ccccc3)o2)oc2ccccc12	nt	nt	-0.6	53	0.8%[50 µM]	-11%
COC(=O)[C@]1(Cc2ccccc2)N[C@H](CN(C)C(=O)c2ccccc2)[C@@H]2C(=O)N(C)C(=O)[C@@H]21	nt	nt	1.9	47	0.3%	-4%	Dengue-2 NS5 capping pilot replicate=-7.6
Cc1ccc(NC(=O)c2ccc(=O)[nH]c2)cc1S(=O)(=O)N1CCCCCC1	nt	nt	3.1	56	-0.4%	-2%
CN(C(=O)COC(=O)c1ccc2ccccc2n1)c1ccccc1	nt	nt	-0.1	56	3.1%	-14%
CC(=O)Nc1ccc(S(=O)(=O)NCC2(N3CCOCC3)CCCCC2)cc1	nt	nt	1.5	70	0.0%[50 µM]	-4%
C[C@H](CO)N1C[C@H](C)[C@@H](CN(C)C(=O)NC2CCCCC2)Oc2c(NS(=O)(=O)c3cccs3)cccc2C1=O	nt	nt	-1.6	48	0.3%	-4%
O=C(CCc1nc(-c2ccc(F)cc2)no1)Nc1cccc(C(=O)NC2CC2)c1	nt	nt	-0.6	57	2.1%[50 µM]	-1%
CC(C)(C)C(=O)NCc1ccc(C(=O)CSc2nnc(-c3ccncc3)n2C2CC2)s1	nt	nt	1.5	59	0.9%[50 µM]	-6%
CNC[C@@H]1Oc2ccc(NC(=O)Nc3ccccc3)cc2C(=O)N([C@@H](C)CO)C[C@H]1C	nt	nt	-1.7	73	1.3%	-17%
O=C(Nc1cccc(S(=O)(=O)N2CCOCC2)c1)C12CC3CC(CC(C3)C1)C2	nt	nt	0.3	61	-2.8%	2%
Cc1cc(C(=O)COC(=O)/C=C/c2ccco2)c(C)n1C	nt	nt	2.6	61	-2.6%	6%
COc1ccc(-c2ccc(-c3cc(=O)oc4cc(OC)c(OC)c(OC)c34)cc2)cc1	nt	nt	6.3	59	0.7%	-17%
O=C(CCNC(=O)c1ccccc1)Nc1ccc(S(=O)(=O)Nc2ncccn2)cc1	nt	nt	-2.1	56	-2.6%	4%
N#Cc1ccc(NC(=O)CSc2n[nH]c(=O)n2C2CC2)cc1	nt	nt	-0.9	103	0.8%[50 µM]	0%
COc1ccc2[nH]c3c(c2c1)CCN1C(=O)C(CC(=O)NCc2ccco2)C[C@H](C(=O)N2CCCCC2)[C@@]31CCc1ccccc1 (stereo not given in full)	nt	nt	-0.4	60	0.4%	1%	Dengue-2 NS5 capping pilot replicate=1.8
CCOc1ccc(NC(=O)CN2C(=O)NC(CCc3ccccc3)C2=O)cc1OCC (stereo not given)	nt	nt	0.5	68	2.1%	8%
Cc1ccc(SCC(=O)NC(=O)c2ccccc2Br)c(C)c1	nt	nt	-0.3	52	-3.8%	-2%
O=C(CCc1ccc(S(=O)(=O)N2CCOCC2)cc1)Nc1c(F)cccc1F	nt	nt	2.8	50	0.4%[50 µM]	-4%
COc1ccc(CN(CCC(C)C)S(=O)(=O)c2ccccc2Br)c(OC)c1	nt	nt	1.6	92	0.1%	-5%	Dengue-2 NS5 capping pilot replicate=4.9
CCN1C(=O)[C@@H]2[C@@H](c3ccc(SC4CCCCC4)c(OC)c3)N3CCCC[C@@]3(C(=O)OC)[C@@H]2C1=O	nt	nt	2.4	47	-1.1%	-6%
CC(C)c1ccc(NC(=O)COC(=O)C2CC3C=CC2C3)cc1 (stereo not given)	nt	nt	1.1	50	-0.1%[50 µM]	-1%

Remaining list, next part:
SMILES	WT yeast gro inh	RSV CPE inhibition	NTR1 ag	NTR1 ag cell count 20 µM	UTI89 phage lysis	Dengue-2 NS5 capping	others
Cc1csc(=O)n1CCC(=O)OC(C)C(=O)Nc1ccc(N2CCOCC2)cc1 (stereo not given)	nt	nt	4.2	68	0.7%[50 µM]	-3%
Cc1ccc(S(=O)(=O)NN=Cc2ccc(N3CCOCC3)cc2)cc1[N+](=O)[O-]	nt	nt	-0.6	64	0.5%[50 µM]	1%
O=C(CSc1cccc[n+]1[O-])Nc1ccc(Br)cc1Br	nt	nt	2.1	64	-2.2%	-4%
O=C(COC(=O)CCC(=O)c1ccc(Cl)cc1)NCc1ccc(F)cc1	nt	nt	-0.9	57	2.8%	-4%

2 successive compounds already listed:
SMILES	WT yeast gro inh	RSV CPE inhibition	NTR1 ag	NTR1 ag cell count 20 µM	UTI89 phage lysis	Dengue-2 NS5 capping	others
Cc1csc(=O)n1CCC(=O)OC(C)C(=O)Nc1ccc(N2CCOCC2)cc1 (stereo not given)	nt	nt	4.2	68	0.7%[50 µM]	-3%
Cc1ccc(S(=O)(=O)NN=Cc2ccc(N3CCOCC3)cc2)cc1[N+](=O)[O-]	nt	nt	-0.6	64	0.5%[50 µM]	1%

An excerpt (hit frequency here may not be typical).
